Screens: PubChem, NCI
All columns: NCI-60 one-dose screen, growth in % after 48 h at 10 µM unless noted; 100 = growth as untreated, 0 = no growth, -100 = all killed.
SF-268 = SF-268 CNS cancer cells | 82,000 tested, 3.1% active | AID 1794759
HT29 = HT29 colon cancer. 81,000 tested, 7.4% active. AID 1794748
SW-620 = SW-620 colon cancer. 82,000 tested, 5.2% active. AID 1794795
SNB-19 = SNB-19 CNS cancer cells; 81,000 tested, 2.5% active
HCT-15 = HCT-15 colon cancer; 82,000 tested, 5.2% active
HCC-2998 = HCC-2998 colon cancer; AID 1794799; 79,000 tested, 4.7% active
SNB-75 = SNB-75 CNS cancer | 79,000 tested, 5% active | AID 1794750
HCT-116 = HCT-116 colon cancer. 82,000 tested, 7.3% active. AID 1794798
KM12 = KM12 colon cancer cells; 82,000 tested, 5% active
Numbers without * were called inactive. The calls were made as follows: active = growth percent below 10; inactive = the rest.

CC(=O)Nc1ccc2ncc(C#N)c(Nc3ccc(Cl)cc3)c2c1 was read as SF-268 103, HT29 106, SW-620 98, SNB-19 94, HCT-15 101, HCC-2998 112, SNB-75 89, HCT-116 98 and KM12 106.
For CN1C(=O)N(C)C2SC(N/N=C/c3ccc(F)cc3)=NC21 (stereo not drawn) the results were SF-268 52, HT29 16, SW-620 30, SNB-19 43, HCT-15 26, HCC-2998 70, SNB-75 24, HCT-116 25 and KM12 28.
`COc1ccc2c(c1)O/C(=C/c1ccc(OCC(=O)c3ccc([N+](=O)[O-])cc3)cc1)C2=O` gave SF-268 102, HT29 108, SW-620 113, SNB-19 101, HCT-15 114, HCC-2998 97, SNB-75 99, HCT-116 96 and KM12 100.
For Cc1ccc2c(n1)C(=O)C(Cl)=C(Nc1cc(C(F)(F)F)cc(C(F)(F)F)c1)C2=O the results were SF-268 87, HT29 102, SW-620 2.4*, SNB-19 91, HCT-15 6.8*, HCC-2998 97, SNB-75 98, HCT-116 42 and KM12 97.
Cc1ccc(S(=O)(=O)Nc2ccc(C3=NNC(c4cccc(C)c4)C3)cc2)cc1 (stereo not drawn) was read as SF-268 94, HT29 106, SW-620 93, SNB-19 101, HCT-15 102, HCC-2998 104, SNB-75 83, HCT-116 91 and KM12 100.
For CCn1c(SCC(=O)Nc2ccc(-c3nc4ccccc4[nH]3)cc2)nc2ccccc2c1=O the results were SF-268 -29*, HT29 -65*, SW-620 -36*, SNB-19 -63*, HCT-15 -50*, HCC-2998 -32*, SNB-75 -94*, HCT-116 -81* and KM12 -14*.
Screening COc1ccc(C2c3sc4ccc(C)cc4c3Oc3nc(N)nc(N)c32)cc1 (stereo not drawn) returned SF-268 89, HT29 99, SW-620 85, SNB-19 85, HCT-15 60, HCC-2998 94, SNB-75 71, HCT-116 87 and KM12 71.
CCCCOc1nc2c(C)cccc2cc1C(c1cn(Cc2ccccc2)c2ccccc12)c1cn(Cc2ccccc2)c2ccccc12 was read as SF-268 98, HT29 98, SW-620 105, SNB-19 105, HCT-15 99, HCC-2998 117, SNB-75 112, HCT-116 101 and KM12 98.
Cc1cc(-c2ccccc2)[nH]c1-c1nccc2ccccc12 was read as SF-268 85, SW-620 87, SNB-19 95, HCT-15 66, HCC-2998 90, SNB-75 91, HCT-116 54 and KM12 77.
Screening N#CC1=C(c2ccc(Cl)cc2)Nc2c(c(-c3ccc(Cl)cc3)nn2-c2ccccc2)C12C(=O)Nc1ccc(Cl)cc12 (stereo not drawn) returned SF-268 38, HT29 32, SW-620 55, SNB-19 24, HCT-15 18, HCC-2998 69, SNB-75 19, HCT-116 26 and KM12 28.
O=S(=O)(NCCNc1cc(-c2cn(-c3ccccc3)nc2-c2ccccc2)ccn1)c1ccc(Br)cc1 was read as SF-268 68, HT29 51, SW-620 83, SNB-19 80, HCT-15 51, HCC-2998 83, SNB-75 70, HCT-116 50 and KM12 52.
For N#Cc1c(NC(=O)c2cccc(Br)c2)sc2c1CCCC2 the results were SF-268 98, HT29 59, SW-620 50, SNB-19 81, HCT-15 46, HCC-2998 95, SNB-75 84, HCT-116 75 and KM12 70.
For C=C(C)[C@@H]1C/C=C(/C=O)CC[C@@H]2O[C@@]2(C)CC/C=C(\C)CC1 the results were SF-268 112, HT29 127, SW-620 115, SNB-19 110, HCT-15 105, HCC-2998 126, SNB-75 87, HCT-116 105 and KM12 122.
`NC(=O)c1cc(Br)cc(Br)c1O` gave SF-268 98, HT29 96, SW-620 108, SNB-19 95, HCT-15 108, HCC-2998 101, SNB-75 87, HCT-116 95 and KM12 106.
`[O-]/[N+](=C\c1ccc(-n2cc(Cc3cc(Cc4cn(-c5ccc(/C=[N+](/[O-])c6ccccc6)cc5)nn4)c(Cc4cn(-c5ccc(/C=[N+](\[O-])c6ccccc6)cc5)nn4)cc3Cc3cn(-c4ccc(/C=[N+](/[O-])c5ccccc5)cc4)nn3)nn2)cc1)c1ccccc1` gave SF-268 93, HT29 96, SW-620 99, SNB-19 101, HCT-15 99, HCC-2998 108, SNB-75 99, HCT-116 93 and KM12 104.
Screening O=c1oc2ccc(Br)cc2c(=O)n1-c1ccc(F)cc1F returned SF-268 13, HT29 98, SW-620 16, SNB-19 12, HCT-15 14, HCC-2998 17, SNB-75 -12*, HCT-116 4.5* and KM12 4.2*.
O=[N+]([O-])/C(=C/C=C/c1ccccc1)c1ccccc1 was read as SF-268 35, HT29 27, SW-620 5.7*, SNB-19 86, HCT-15 11, SNB-75 57, HCT-116 -5.3* and KM12 39.
For CN1CCN(CCNc2nc(-c3cccc(NS(=O)(=O)c4cccc5c(N(C)C)cccc45)c3)cs2)CC1 the results were SF-268 83, HT29 72, SW-620 70, SNB-19 75, HCT-15 19, HCC-2998 49, SNB-75 74, HCT-116 32 and KM12 77.
`Nc1nc2ncc(CNc3ccc(C(=O)N[C@@H](CCC(=O)O)C(=O)O)cc3)nc2c(=O)[nH]1` gave SF-268 113, HT29 107, SW-620 107, SNB-19 91, HCT-15 101, HCC-2998 103, SNB-75 79, HCT-116 101 and KM12 112.
CCOC(=O)CSCCC#N was read as SF-268 101, HT29 98, SW-620 100, SNB-19 104, HCT-15 100, HCC-2998 104, SNB-75 97, HCT-116 95 and KM12 105.
For O=C(Nc1nc2ccc([N+](=O)[O-])cc2s1)Nc1c(Cl)cccc1Cl the results were SF-268 85, HT29 82, SW-620 101, SNB-19 61, HCT-15 81, HCC-2998 57, SNB-75 95, HCT-116 65 and KM12 81.
`Brc1ccc(/C=C/c2cc(/C=C/c3ccccc3)nc3ccccc23)cc1` gave SF-268 96, HT29 97, SNB-19 98, HCT-15 82, HCC-2998 102, SNB-75 83, HCT-116 30 and KM12 98.
`CN1c2nc3ccccc3nc2SC1Nc1ccccc1` (stereo not drawn) gave SF-268 98, HT29 109, SW-620 91, SNB-19 93, HCT-15 85, HCC-2998 113, SNB-75 79, HCT-116 98 and KM12 93.
Screening COC(=O)[C@H](C(C)C)n1c(=O)c2cc(OC)c(OC)cc2c2cnc3[nH]ccc3c21 returned SF-268 46, HT29 46, SW-620 62, SNB-19 78, HCT-15 41, HCC-2998 62, SNB-75 13, HCT-116 41 and KM12 18.
`CNCc1ccccc1[N+](=O)[O-]` gave SF-268 95, HT29 105, SW-620 102, SNB-19 102, HCT-15 97, HCC-2998 102, SNB-75 78, HCT-116 100 and KM12 97.
Screening COc1ccc([N+](=O)[O-])c(C)n1 returned SF-268 101, HT29 109, SW-620 104, SNB-19 113, HCT-15 111, HCC-2998 104, SNB-75 88, HCT-116 105 and KM12 99.
COc1ccccc1/C=C/C=N/NC1=NC2C(S1)N(C)C(=O)N2c1ccccc1 (stereo not drawn) was read as SF-268 44, HT29 16, SW-620 18, SNB-19 23, HCT-15 12, HCC-2998 20, SNB-75 18, HCT-116 3.8* and KM12 7.3*.
For CC(=O)C(=O)Nc1ccc(F)cc1 the results were SF-268 112, HT29 114, SW-620 109, SNB-19 103, HCT-15 104, HCC-2998 108, SNB-75 99, HCT-116 107 and KM12 110.
Screening COc1ccc(-c2c(C)nn3c(N)c(C#N)cnc23)cc1OC returned SF-268 94, HT29 72, SW-620 96, SNB-19 99, HCT-15 81, HCC-2998 96, SNB-75 77 and HCT-116 80.
`N#CC1CCN(c2ncnc3c2ncn3Cc2nnc3c4ccccc4c(Cl)nn23)CC1` gave SF-268 87, HT29 104, SW-620 115, SNB-19 93, HCT-15 79, HCC-2998 113, SNB-75 86, HCT-116 73 and KM12 97.

Three structures out of the list, sorted by number of heavy atoms, falling.
For O=C(Nc1nc2ccc([N+](=O)[O-])cc2s1)Nc1c(Cl)cccc1Cl the results were SF-268 85, HT29 82, SW-620 101, SNB-19 61, HCT-15 81, HCC-2998 57, SNB-75 95, HCT-116 65 and KM12 81.
Screening COc1ccc(-c2c(C)nn3c(N)c(C#N)cnc23)cc1OC returned SF-268 94, HT29 72, SW-620 96, SNB-19 99, HCT-15 81, HCC-2998 96, SNB-75 77 and HCT-116 80.
Screening O=c1oc2ccc(Br)cc2c(=O)n1-c1ccc(F)cc1F returned SF-268 13, HT29 98, SW-620 16, SNB-19 12, HCT-15 14, HCC-2998 17, SNB-75 -12*, HCT-116 4.5* and KM12 4.2*.

Quoted from above (5 entries):
O=[N+]([O-])/C(=C/C=C/c1ccccc1)c1ccccc1 was read as SF-268 35, HT29 27, SW-620 5.7*, SNB-19 86, HCT-15 11, SNB-75 57, HCT-116 -5.3* and KM12 39.
For CN1CCN(CCNc2nc(-c3cccc(NS(=O)(=O)c4cccc5c(N(C)C)cccc45)c3)cs2)CC1 the results were SF-268 83, HT29 72, SW-620 70, SNB-19 75, HCT-15 19, HCC-2998 49, SNB-75 74, HCT-116 32 and KM12 77.
`Nc1nc2ncc(CNc3ccc(C(=O)N[C@@H](CCC(=O)O)C(=O)O)cc3)nc2c(=O)[nH]1` gave SF-268 113, HT29 107, SW-620 107, SNB-19 91, HCT-15 101, HCC-2998 103, SNB-75 79, HCT-116 101 and KM12 112.
CCOC(=O)CSCCC#N was read as SF-268 101, HT29 98, SW-620 100, SNB-19 104, HCT-15 100, HCC-2998 104, SNB-75 97, HCT-116 95 and KM12 105.
For O=C(Nc1nc2ccc([N+](=O)[O-])cc2s1)Nc1c(Cl)cccc1Cl the results were SF-268 85, HT29 82, SW-620 101, SNB-19 61, HCT-15 81, HCC-2998 57, SNB-75 95, HCT-116 65 and KM12 81.

(further entries)
CC1=CC(O)(c2ccccn2)P(=O)(c2ccccc2)C=C1C (stereo not drawn) was read as SF-268 122, HT29 104, SW-620 111, SNB-19 105, HCT-15 114, HCC-2998 106, SNB-75 88, HCT-116 110 and KM12 109.
`O=C(c1ccc(-n2c(=O)[nH]c3ccccc3c2=O)cc1)N1c2ccccc2Sc2ccccc21` gave SF-268 75, HT29 93, SW-620 86, SNB-19 78, HCT-15 76, HCC-2998 108, SNB-75 71, HCT-116 96 and KM12 94.
For O=C(Nc1ccc(F)cc1)c1ccccc1 the results were SF-268 105, HT29 114, SW-620 101, SNB-19 101, HCT-15 97, HCC-2998 109, SNB-75 106, HCT-116 103 and KM12 104.
Screening COc1cc(C(=O)/C=C/c2cc(-c3cc(OC)c(OC)c(OC)c3)n[nH]2)cc(OC)c1OC returned SF-268 5.0*, HT29 -47*, SW-620 -72*, SNB-19 55, HCT-15 3.6*, SNB-75 55, HCT-116 -94* and KM12 -78*.
`O=[N+]([O-])c1ccc(N2CCCC2)cc1` gave SF-268 101, HT29 95, SW-620 106, SNB-19 94, HCT-15 105, HCC-2998 99, SNB-75 87, HCT-116 98 and KM12 105.
CCOC(=O)c1cccc2nc3n(c12)CCC3 was read as SF-268 108, HT29 108, SW-620 104, SNB-19 119, HCT-15 124, HCC-2998 115, SNB-75 92, HCT-116 104 and KM12 113.
`CCCCSc1nc(NCCc2c[nH]c3ccccc23)c(C#N)c(-c2ccc(F)cc2)n1` gave SF-268 55, HT29 25, SW-620 60, HCT-15 29, HCC-2998 65, SNB-75 74, HCT-116 27 and KM12 32.
O=C(NC(=S)Nc1ccccc1Cl)c1ccc(Cl)cc1 was read as SF-268 101, HT29 79, SW-620 96, SNB-19 109, HCT-15 100, HCC-2998 57, SNB-75 18, HCT-116 86 and KM12 106.
Screening CC(CO)N1CCCCCC1 (stereo not drawn) returned SF-268 97, HT29 111, SNB-19 94, HCT-15 101, HCC-2998 107, SNB-75 81, HCT-116 114 and KM12 101.
Screening c1ccc2c3c([nH]c2c1)C(c1ccc(C2NCCc4c2[nH]c2ccccc42)cc1)NCC3 (stereo not drawn) returned SF-268 -29*, HT29 -74*, SW-620 -80*, SNB-19 2.5*, HCT-15 -66*, HCC-2998 -65*, SNB-75 -11*, HCT-116 -92* and KM12 -62*.
`Cc1ccc(-n2cc(/C=N/NC(=O)c3ccncc3)c(-c3ccc(S(C)(=O)=O)cc3)n2)cc1` gave SF-268 100, HT29 77, SW-620 65, SNB-19 90, HCT-15 37, HCC-2998 98, SNB-75 96, HCT-116 61 and KM12 58.
NS(=O)(=O)c1ccc(CCn2c(-c3ccc(C(=O)O)cc3)nc(-c3ccccc3)c2-c2ccccc2)cc1 was read as SF-268 94, HT29 106, SW-620 99, SNB-19 102, HCT-15 95, HCC-2998 108, SNB-75 86, HCT-116 101 and KM12 107.
Screening N[C@@H]1[C@@H](O)[C@H](O)[C@@H](CO)O[C@H]1O returned SF-268 112, HT29 102, SW-620 112, SNB-19 101, HCT-15 108, HCC-2998 107, SNB-75 114, HCT-116 106 and KM12 110.
OCC[C@@H]1C[C@@H]1c1cccs1 was read as SF-268 104, HT29 102, SW-620 104, SNB-19 100, HCT-15 96, HCC-2998 102, SNB-75 83, HCT-116 104 and KM12 103.
For CCN(CC)CCCC(C)Nc1c2ccccc2nc2c(Cl)cccc12 (stereo not drawn) the results were SF-268 58, HT29 18, SW-620 30, SNB-19 48, HCT-15 30, HCC-2998 48, SNB-75 79, HCT-116 18 and KM12 41.
For CC(C)COC(=O)c1ccc(NC(=O)CC2CCCN2)cc1 (stereo not drawn) the results were SF-268 93, HT29 83, SW-620 99, SNB-19 104, HCT-15 99, HCC-2998 107, SNB-75 91, HCT-116 100 and KM12 102.
CCC(=O)Nc1ccc(C(=O)NCCN(CC)CC)cc1 was read as SF-268 105, HT29 103, SW-620 108, SNB-19 99, HCT-15 107, HCC-2998 105, SNB-75 88, HCT-116 101 and KM12 99.
NS(=O)(=O)Oc1ccc2c(ccn2C(=O)C2CCCCC2)c1 was read as SF-268 101, HT29 105, SW-620 113, SNB-19 98, HCT-15 97, HCC-2998 111, SNB-75 103, HCT-116 109 and KM12 99.
Screening C/C(=N\NC(=S)NC1CCCCC1)c1nc2ccc(Cl)cc2[nH]1 returned SF-268 77, SW-620 93, SNB-19 85, HCT-15 62, HCC-2998 84, SNB-75 82, HCT-116 85 and KM12 79.
Screening O=C(c1ccccc1)c1ccc(O)c(O)c1O returned SF-268 77, HT29 114, SW-620 108, SNB-19 90, HCT-15 112, HCC-2998 110, SNB-75 76, HCT-116 104 and KM12 121.
